Bim-Mcl-1 – disrupts Bim peptide binding to human Mcl-1 | Q07820 | Bead-based flow cytometry, Bim peptide-Mcl-1 binding | inhibition, % at 10 µM | hit rate 0.1% among 190,000;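 further: 0% = no compound tracer wells and 100% = peptide blocker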
Target sequence (Q07820 whole entry, looked up): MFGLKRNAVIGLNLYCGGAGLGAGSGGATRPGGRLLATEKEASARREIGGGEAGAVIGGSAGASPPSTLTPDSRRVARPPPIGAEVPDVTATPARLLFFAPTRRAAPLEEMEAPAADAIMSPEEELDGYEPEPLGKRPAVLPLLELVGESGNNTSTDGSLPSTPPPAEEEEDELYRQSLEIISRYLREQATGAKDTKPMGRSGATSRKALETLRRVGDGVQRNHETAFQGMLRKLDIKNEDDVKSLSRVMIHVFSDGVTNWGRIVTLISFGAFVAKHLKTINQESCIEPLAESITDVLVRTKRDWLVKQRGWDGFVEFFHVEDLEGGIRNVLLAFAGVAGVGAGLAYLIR
Bim-Bcl-W – human Bim-Bcl-W interaction inhibition; AID 952; bead-based flow cytometry, Bim peptide-Bcl-W binding; inhibition, % at 10 µM; hit rate 0.02% among 190,000; Q92843;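 further: 0% = bound tracer without compound and 100% = peptide blocker; higher means less fluorescent Bim peptide bound to Bcl-W beads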
Target sequence (Q92843 whole entry, looked up): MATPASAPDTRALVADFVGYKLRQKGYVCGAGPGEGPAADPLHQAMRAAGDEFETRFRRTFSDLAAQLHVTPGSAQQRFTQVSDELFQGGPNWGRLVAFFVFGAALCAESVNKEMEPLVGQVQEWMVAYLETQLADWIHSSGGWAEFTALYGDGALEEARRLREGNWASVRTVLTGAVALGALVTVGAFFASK
Mcl1-Noxa inh – disrupts binding of human Mcl-1 to Noxa peptide; Q07820; TR-FRET Mcl-1/Noxa peptide binding, 2 h; inhibition, % at 21.7 µM; hit rate 1.5% among 220,000;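 active means compounds that cut the protein-peptide binding signal by more than 50% relative to plate controls in a single-dose test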;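 further: His-tagged Mcl-1 with rhodamine Noxa BH3 peptide and terbium anti-His antibody; 0% = Mcl-1 plus Noxa peptide wells and 100% = peptide-only wells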
Bim-Bcl-B – human Bim-Bcl-B interaction inhibition; Q9HD36; bead-based flow cytometry, Bim peptide-Bcl-B binding; inhibition, % at 10 µM; hit rate 0.073% among 190,000; AID 951;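 further: 0% = tracer peptide without compound and 100% = reference inhibitor peptide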
Mcl1 Bid PPI – disrupts binding of human Mcl-1 to Bid peptide; Q07820; TR-FRET Mcl-1/Bid-Dy647 peptide binding, 1536-well; inhibition, % at 21.7 µM; hit rate 0.97% among 220,000;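 active means compounds that cut the binding signal by more than half at the single screening dose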;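 further: His-tagged Mcl-1 with europium anti-His antibody binding Bid BH3 peptide; 0% = Mcl-1 plus peptide wells and 100% = peptide-only wells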
Bcl-XL Bim block – disrupts Bim peptide binding to human Bcl-XL. inhibition, % at 10 µM. AID 1007. bead flow cytometry, fluorescence. hit rate 0.04% among 190,000. Q07817
Target sequence (Q07817 whole entry, looked up): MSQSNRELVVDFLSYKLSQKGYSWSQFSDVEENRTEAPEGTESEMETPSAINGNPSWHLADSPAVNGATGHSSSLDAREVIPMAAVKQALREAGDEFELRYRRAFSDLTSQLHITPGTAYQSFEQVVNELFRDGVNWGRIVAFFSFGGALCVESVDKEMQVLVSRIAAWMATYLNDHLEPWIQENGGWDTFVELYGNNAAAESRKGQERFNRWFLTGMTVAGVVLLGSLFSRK
RGS8-Gao – regulators of human RGS8-Galphao interaction; P09471; multiplexed bead flow cytometry, RGS8-Galphao binding; actives lie on both sides; response (percent of control binding), % at 10 µM; hit rate 0.34% among 220,000; in the data active means response below about 60% or above about 140%; inactive means in between;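 further: Galphao activated as the GDP aluminium fluoride complex binding bead-coupled RGS8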
Bcl-2 Bim block – human Bim-Bcl-2 interaction inhibition; AID 950; hit rate 0.06% among 190,000; P10415; Bead-based flow cytometry, Bim peptide-Bcl-2 binding; inhibition, % at 10 µM; in the data active means inhibition above about 40%; inconclusive means no clear call, values can overlap the other calls;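 further: 0% = no compound wells with probe peptide and 100% = reference peptide inhibitor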
RGS7-Gao reg – modulates binding of RGS7 to human Galphao; P09471; Multiplexed bead flow cytometry; actives lie on both sides; binding response (% of control), % at 10 µM; hit rate 0.35% among 220,000; AID 1439; in the data active means binding response below about 49% or above about 150%; inconclusive means no clear call, values can overlap the other calls; inactive means in between;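 further: fluorescent Galphao held in activated GDP-AlF4 state binding bead-coupled RGS7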
Bfl-1 Bim block – disrupts Bim binding to human Bfl-1 | hit rate 0.12% among 190,000 | Bead-based flow cytometry, Bim-Bfl-1 binding inhibition | inhibition, % at 10 µM | Q16548;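 further: 0% = wells without compound plus tracer and 100% = blocker peptide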
RGS4-Gao reg – human RGS4-Galphao interaction regulation | P09471 | hit rate 0.33% among 220,000 | AID 1415 | binding response (% of control), % at 10 µM | Multiplexed bead flow cytometry, RGS4-Galphao binding; actives lie on both sides; in the data active means binding response below about 49% or above about 150%; inactive means in between;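 further: fluorescent Galphao activated with aluminum fluoride binding bead-coupled RGS4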
* marks the source's active call; other numbers are inactive results; ? = inconclusive; . = no result given. Unless noted, no stated cut-off is given here; in the data, active means inhibition above about 40%. The order is random; overall some 2.7% were active at least once.

entry	Bcl-XL Bim block	RGS7-Gao reg	RGS8-Gao	Bcl-2 Bim block	RGS4-Gao reg	Bim-Bcl-B	Bim-Bcl-W	Mcl1 Bid PPI	Bim-Mcl-1	Bfl-1 Bim block	Mcl1-Noxa inh	mol
1	-8	103	100	-11	102	-8	0	3	0	-12	16	COc1ccc(Cl)cc1C(=O)Nn1cnc2ccccc2c1=O
2	-3	?	101	0	101	-4	-3	-39	-3	-4	12	Cc1cc2[nH]ncc2cc1NC(N)=S
3	-4	100	99	-6	101	-3	0	-34	-3	-5	1	O=C(NCCO)/C(=C\c1ccc([N+](=O)[O-])o1)NC(=O)c1ccccc1
4	0	107	106	-1	104	1	-3	0	-1	0	17	N#CCCNCC1(c2ccccc2)CCCC1
5	.	?	104	.	108	.	.	-3	.	.	-9	Cc1cc(NC(=O)COC(=O)[C@@H](NS(=O)(=O)c2ccc(Br)cc2)C(C)C)no1
6	1	99	100	-5	103	-9	1	-44	-2	-12	15	Cc1ncc(CC(=O)n2cc(C(=O)c3cc(Cl)ccc3O)cn2)s1
7	2	101	105	2	108	2	3	-26	0	7	7	CC(C)(C)C(=O)NC(=S)N1CCOCC1
8	-6	104	104	-8	102	-9	0	-14	-3	-12	13	COc1cccc(NC(=O)CN2CCN(c3ccccc3F)CC2)c1
9	0	111	109	-3	111	0	2	16	1	0	32	COc1ccc(-c2csc(N(CCCN(C)C)C(=O)c3cccs3)n2)cc1
10	-3	92	96	-11	95	-7	0	-19	0	-9	13	C=CCOC(=O)N1CCN(c2cccc(C(F)(F)F)c2)CC1
11	-2	100	107	-1	103	-3	-2	-7	0	-4	13	Cn1c(N)c(C(=O)COC(=O)CCCc2nc3ccccc3s2)c(=O)n(C)c1=O
12	-4	95	96	-4	99	-5	-3	-24	0	-6	-5	O=C(Nc1ccccc1)NC(Cc1ccc(O)cc1)C(=O)O (centres undefined)
13	-6	98	102	-8	98	-6	-3	-37	-4	-5	9	COc1ccc(OC)c(N(CC(=O)Nc2ccccc2)S(C)(=O)=O)c1
14	-5	98	98	-2	100	-6	2	-4	3	-9	-3	CCc1cccc(NC(=O)C2CCN(S(=O)(=O)c3cccs3)CC2)c1
15	0	102	99	0	98	0	-1	6	-1	-1	0	CCOc1ccc2nc(COC(=O)c3ccco3)c(C(C)=O)[n+]([O-])c2c1
16	-3	99	102	-4	103	-8	-2	-14	0	-9	11	COc1ccc(C(CC(=O)O)NC(=O)c2ccccc2)cc1OC (centres undefined)
17	-3	94	95	-4	93	2	-6	-9	-4	-2	24	CCCS(=O)(=O)N1CCN(c2cc3c(cc2[N+](=O)[O-])n(C)c(=O)n3C)CC1
18	-2	?	99	-5	98	-2	0	-8	-2	-3	31	CS(=O)(=O)Nc1ccc(C(=O)Nc2ccc(S(=O)(=O)N3CCCC3)cc2)cc1
19	-15	99	99	0	101	-5	-11	-43	-21	-3	-38	Cc1ccccc1NC(=O)CSc1nn2c(=O)c(C)nnc2s1
20	-5	98	103	-9	102	-8	2	-3	-2	-9	0	Cc1ccc(Cn2nnc3c(=O)[nH]c(C4CCN(S(=O)(=O)c5cc(C)ccc5C)CC4)nc32)cc1
21	-6	101	99	-9	97	-10	3	-27	-5	-14	-3	COCCNC(=O)C(c1ccccc1)N(C(=O)Cn1nnc2ccccc21)c1cccnc1 (centres undefined)
22	1	103	105	-1	106	-3	0	-6	-1	-4	14	Cc1ccc(S(=O)(=O)NCC23C=CC(O2)C2C(=O)N(c4ccccc4)C(=O)C23)cc1 (centres undefined)
23	-6	101	102	-7	104	-8	-3	-23	-5	-14	14	O=C1OC(c2ccco2)=N/C1=C\c1ccc(-c2cccc(C(F)(F)F)c2)o1
24	-5	96	102	-10	105	-7	-1	-2	0	-15	-6	COc1ccc(-c2nnc3c4ccccc4c(C)nn23)cc1
25	0	97	100	-6	98	-2	-1	-2	0	-4	4	Cn1cc(CN2CCN(c3cnccn3)CC2)c(-c2cccc(Cl)c2)n1
26	.	?	99	.	100	.	.	-14	.	.	3	CCCCN(C(=O)COc1ccc(C)cc1OC)c1c(N)n(CCC)c(=O)[nH]c1=O
27	0	99	100	-9	97	-9	2	16	-1	-11	0	O=C(Nc1ccc(S(=O)(=O)N2CCc3ccccc32)cc1)c1ccco1
28	.	?	100	.	101	.	.	-18	.	.	7	Cc1ccn(C)c(=N)c1
29	16	100	111	27	102	28	11	-20	18	21	4	O=C(/C=C\c1ccc2c(c1)OCO2)NC1(C(=O)Nc2ccc3c(c2)OCCO3)CCCCC1
30	-7	99	99	-3	100	-9	0	-1	0	-14	-2	CCC(=O)Nc1cc2c(cc1C(C)=O)OCCO2
31	-2	81	98	-3	94	-9	-1	-18	0	-9	11	COc1ccc(OC)c(/C=N/NC(=O)CCc2ccc(O)c(O)c2)c1
32	0	103	108	-9	106	-8	0	-1	-1	-12	20	CCOC(=O)N1CCN(C(=O)CSc2nnc(-c3ccc(C)c(C)c3)o2)CC1
33	0	100	100	0	98	-1	-1	-20	0	-2	19	COC(=O)c1cc(NC(=O)C2C3C=CC(C3)C2C(=O)O)cc(C(=O)OC)c1 (centres undefined)
34	-6	94	101	-3	100	-5	-2	-19	-2	-10	4	O=C(NCc1ccc2c(c1)OCO2)c1ccc(N2CCCC2=O)cc1
35	-2	102	104	-1	102	-7	-4	-24	-3	-2	16	COc1ccc(CCN(C)CCC(=O)Nc2cc(C)ccc2C)cc1OC
36	-11	101	101	-7	104	-8	-6	-17	-4	-28	0	COc1ccc(CCNC(=O)CSc2nnc(CNc3ccc(Cl)cc3)o2)cc1OC
37	-8	104	103	-3	102	-6	-7	2	-2	-3	-8	O=C(c1cc(-c2cccc(O)c2)on1)N1CCN(C(c2ccccc2)c2ccccc2)CC1
38	-1	109	101	-1	102	-2	3	0	2	-2	-8	C[C@H](O)[C@@H](C(=O)N1CCN(C(=O)OC(C)(C)C)CC1)n1cc(CCCCNC(=O)OC(C)(C)C)nn1
39	-1	97	101	0	95	-3	-4	-27	-4	0	-7	Cc1oc(-c2ccccc2Cl)nc1CSCC(=O)NC1CC1
40	-3	63	75	-7	66	-8	-4	-3	-2	-6	16	CCn1ncc([N+](=O)[O-])c1C(=O)Nc1c(C)nn(Cc2ccc(F)cc2)c1C
41	.	?	99	.	101	.	.	-3	.	.	9	CC(=O)CCc1oc2ccccc2c1-c1ccccc1
42	0	98	100	-2	101	-2	1	-17	0	2	11	CCOc1ccccc1NC(=O)CSc1ccccc1
43	-4	101	107	-4	102	-2	-3	-19	-6	-2	2	CCOC(=O)c1cc2sccc2n1CC(=O)Nc1ccc(OC)cc1OC
44	-1	?	95	4	90	1	0	20	-4	4	26	Cc1ccc(CNCC(=O)Nc2ccc(C)cc2Br)cc1
45	-7	99	104	-11	102	-11	0	-22	-2	-15	-5	Cc1cc(Cl)c(S(=O)(=O)Nc2ccc3c(c2)OCCO3)cc1OCC(=O)NC1CCCCC1
46	-1	95	97	-2	98	-5	-3	-65	0	-3	11	CC(C)(O)C#Cc1ncc(C(F)(F)F)cc1Cl
47	-1	99	101	-4	102	-2	-3	-21	0	-5	7	O=C(CCN1CCN(c2ccccn2)CC1)Nc1ccc(F)cc1
48	-9	116	101	-3	100	-42	-3	-7	-11	12	33	O=[N+]([O-])c1ccc(Cl)c(/C=N/n2c(COc3ccccc3)n[nH]c2=S)c1
49	0	102	104	0	102	0	0	-6	1	0	9	COc1ccc(OCCC(=O)N2CCCCC2)cc1
50	-6	97	100	-1	102	-3	0	-16	-7	-6	-2	O=C(CCCN1C(=O)c2ccccc2C1=O)Nc1ccccn1

Among those listed so far, 2 contain bromine:
entry	Bcl-XL Bim block	RGS7-Gao reg	RGS8-Gao	Bcl-2 Bim block	RGS4-Gao reg	Bim-Bcl-B	Bim-Bcl-W	Mcl1 Bid PPI	Bim-Mcl-1	Bfl-1 Bim block	Mcl1-Noxa inh	mol
5	.	?	104	.	108	.	.	-3	.	.	-9	Cc1cc(NC(=O)COC(=O)[C@@H](NS(=O)(=O)c2ccc(Br)cc2)C(C)C)no1
44	-1	?	95	4	90	1	0	20	-4	4	26	Cc1ccc(CNCC(=O)Nc2ccc(C)cc2Br)cc1

Other records follow:
entry	Bcl-XL Bim block	RGS7-Gao reg	RGS8-Gao	Bcl-2 Bim block	RGS4-Gao reg	Bim-Bcl-B	Bim-Bcl-W	Mcl1 Bid PPI	Bim-Mcl-1	Bfl-1 Bim block	Mcl1-Noxa inh	mol
51	-1	95	98	7	95	0	-1	-2	0	1	20	Cc1cc(C)c(C)c(S(=O)(=O)NCC(=O)O)c1C
52	-1	95	102	-2	99	-5	-5	0	-3	-2	5	COc1cc2c(cc1OC)C(C)N(C(=O)c1cc3c(s1)-c1c(C)cccc1OC3)CC2 (centres undefined)
53	-3	105	103	-1	105	-3	0	-49	0	-10	-27	O=C(Nc1cccc(Cl)c1)Nc1nnc(-c2ccccc2)o1
54	0	?	94	1	93	3	0	5	-2	2	10	Cc1cccc(Nc2ncnc3ccc(Br)cc23)c1
55	-5	103	100	-3	105	-3	-4	-39	-2	-5	4	O=C1CC(C(=O)N2CCC(N3CCC(C(=O)NC4CC4)CC3)CC2)c2ccccc21 (centres undefined)
56	-3	107	103	0	107	-1	-3	-40	-3	1	10	O=C(Cn1cc(C(=S)N2CCOCC2)c2ccccc21)N1CCOCC1
57	-4	96	95	0	93	-7	-4	-40	-4	-5	14	O=C1CCC(CCC(=O)N2CCCC(C(=O)c3cccc(C(F)(F)F)c3)C2)=NN1 (centres undefined)
58	-1	97	102	-4	100	-1	0	-14	-1	0	14	O=C(NCCc1ccc(Cl)cc1)C1CCN(S(=O)(=O)N2CCC3(CC2)OCCO3)CC1
59	-3	102	99	-1	100	-5	-1	-4	-2	-4	15	COc1ccccc1CNC(=O)c1cccc(S(=O)(=O)N2CCN(C)CC2)c1
